TexasRed fluor: alters Texas Red total fluorescence, flagging assay interference; TRb/SRC2 Texas Red total fluorescence interference; Potency, µM (titrated, usually from 106 µM), without a hit: at the top dose fluorescence change, negative = quenching; hit rate 0.29% among 280,000; AID 1479; active = well fitted curve in either direction with a large enough effect; inconclusive = small, poorly fitted or top-dose-only effect
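Human TRβ ligand-binding domain (0.6 uM) and Texas Red SRC2 peptide (20 nM) in Tris buffer with 1 uM T3 and 5% DMSO were incubated with pinned compound for 5 hr at ambient temperature. Total fluorescence was computed as S + 2P (555/632 nm).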
TRb-SRC2 inh: disrupts binding of human TR beta to SRC2; TRbeta-SRC2 peptide binding, fluorescence polarization; receptor liganded with 1 µM T3; Potency, µM (top dose mostly 106 µM), for inactives: at the highest dose activity change, negative = inhibition, hits mostly inhibitors; hit rate 0.065% among 280,000; P10828;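 note: plate controls were bound peptide for no effect and peptide without receptor for full effect; nearly all actives have a fitted effect of over 50% in size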
Target sequence (P10828 whole entry, looked up): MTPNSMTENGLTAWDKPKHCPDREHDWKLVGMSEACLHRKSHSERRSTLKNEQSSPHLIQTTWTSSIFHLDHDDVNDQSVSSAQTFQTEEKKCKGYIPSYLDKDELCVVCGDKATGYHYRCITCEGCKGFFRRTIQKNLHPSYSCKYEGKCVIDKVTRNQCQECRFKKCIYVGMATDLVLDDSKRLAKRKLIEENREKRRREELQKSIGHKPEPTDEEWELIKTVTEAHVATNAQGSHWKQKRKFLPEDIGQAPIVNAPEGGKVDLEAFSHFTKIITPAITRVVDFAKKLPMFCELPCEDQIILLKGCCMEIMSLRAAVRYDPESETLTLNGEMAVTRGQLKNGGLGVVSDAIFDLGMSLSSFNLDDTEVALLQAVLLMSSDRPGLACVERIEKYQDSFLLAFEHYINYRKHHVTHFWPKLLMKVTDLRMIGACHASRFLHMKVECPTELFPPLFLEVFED
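Fluorescence polarization of 20 nM Texas Red SRC2 peptide with 0.6 uM human TRb ligand-binding domain, in Tris buffer with 1uM T3 and 5% DMSO. Incubated 5 hr ambient; normalized to unbound and bound controls.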
Tau fluor counter: counter-screen for tau fibril formation inhibitors; tau K18 P301L Alexa594 fluorescence, heparin fibrillization; Potency, µM (titrated, usually from 57.7 µM), without a hit: at the highest dose activity change, negative = decrease; hit rate 0.93% among 280,000; AID 1463; note: nearly all actives have a fitted effect of over 55% in size
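Human tau K18 P301L (15 uM unlabeled, 0.24 uM Alexa 594-labeled) in 100 mM sodium acetate pH 7 with 20 uM heparin, 6 hr at 37 C. ThT 30 uM added, 1 hr ambient; Alexa 594 FP and total fluorescence read at 555/632 nm.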
Tau FP inhib: inhibitors of human tau fibril formation. hit rate 0.39% among 280,000. P10636. Potency, µM (doses to about 57.7 µM), for inactives: at the highest dose activity, negative = inhibition, usual class: inhibitors. K18 P301L tau heparin fibrillization, Alexa594 FP, 6 h. AID 1468; note: nearly all actives have a fitted effect of over 55% in size
Target sequence (P10636 561-689 P618L limits assumed): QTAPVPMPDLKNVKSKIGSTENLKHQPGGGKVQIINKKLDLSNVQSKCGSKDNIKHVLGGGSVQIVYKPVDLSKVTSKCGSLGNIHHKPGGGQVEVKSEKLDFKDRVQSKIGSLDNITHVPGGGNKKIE
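Compound effects on tau fibrillization are measured by Alexa 594 fluorescence polarization (ex 555, em 632 nm). K18 P301L tau is used at 15 uM with 0.24 uM labeled tracer, and 20 uM heparin induces aggregation over 6 hr at 37 C.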
ALDH1A1 inh: blocks purified human ALDH1A1 activity. P00352. Purified ALDH1A1, NADH fluorescence, propionaldehyde substrate. Potency, µM (top dose mostly 75.3 µM), inactives show at the highest dose activity, negative = inhibition, hits mostly inhibitors. hit rate 7.3% among 220,000; active = well fitted inhibition curve with a large enough effect, not every such curve was filed as active; inconclusive = small, poorly fitted or top-dose-only effect, or another doubt; inactive = no such curve, though single readings can be large or run the other way;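 note: plate controls were no enzyme wells and a reference inhibitor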
Target sequence (P00352 whole entry, looked up): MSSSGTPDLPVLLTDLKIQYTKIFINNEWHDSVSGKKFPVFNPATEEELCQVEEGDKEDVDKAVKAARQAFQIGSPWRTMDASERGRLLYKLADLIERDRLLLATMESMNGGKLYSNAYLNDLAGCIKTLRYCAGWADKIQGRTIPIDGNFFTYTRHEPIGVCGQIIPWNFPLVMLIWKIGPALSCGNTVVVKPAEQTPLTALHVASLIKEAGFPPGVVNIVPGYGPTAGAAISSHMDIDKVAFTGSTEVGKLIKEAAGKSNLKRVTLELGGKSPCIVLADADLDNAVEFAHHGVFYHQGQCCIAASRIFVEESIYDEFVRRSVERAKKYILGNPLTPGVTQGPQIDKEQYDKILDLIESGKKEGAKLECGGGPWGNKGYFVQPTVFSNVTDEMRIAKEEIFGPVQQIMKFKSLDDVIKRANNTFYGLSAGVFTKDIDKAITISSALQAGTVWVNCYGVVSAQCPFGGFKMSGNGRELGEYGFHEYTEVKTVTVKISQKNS
Tau fibril ThT: blocks human tau fibril formation measured by thioflavin T. P10636. recombinant tau K18 P301L (four-repeat tau fragment), heparin-induced fibrillization, ThT fluorescence. Potency, µM (titrated, usually from 57.4 µM), for inactives: top-dose activity, negative = inhibition, most hits filed as inhibitors. hit rate 2.1% among 270,000. AID 1460; note: nearly all actives have a fitted effect of over 55% in size
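Heparin-induced (20 uM) aggregation of recombinant human K18 P301L tau, 15 uM unlabeled with 0.24 uM labeled, pH 7 acetate buffer, 6 hr at 37 C with compound. Fibrils quantified by 30 uM ThT fluorescence after 1 hr ambient incubation.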
GLA spleen mod: alpha-galactosidase A (human) modulation | P06280 | human spleen homogenate, 4MU-alpha-Gal fluorescence, 40 min | Potency, µM (titrated, usually from 80 µM), without a hit: at the highest dose activity change, negative = inhibition, most hits filed as inhibitors | hit rate 0.008% among 240,000 | AID 2107;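 note: 0% = enzyme with vehicle and -100% = no enzyme basal signal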
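Spleen homogenate 1 ug + cpd (titration) + 4-MU-alpha-D-galactopyranoside 1 mM; 37C 40 min; 50 mM citrate/phosphate pH 5.0, 0.01% Tween-20; stop pH 10; fluorescence 365/440; AC50 via Hill.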
L3MBTL1 inh: L3MBTL1 (human) inhibition; AlphaScreen L3MBTL1–H3K9me1 peptide binding; hit rate 0.66% among 230,000; Q9Y468; AID 485360; Potency, µM (highest dose often 57.1 µM), without a hit: top-dose activity, negative = inhibition, usual class: inhibitors; note: nearly all actives have a fitted effect of over 60% in size
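L3MBTL1 (50 nM) pre-complexed 30 min with biotinylated H3(1-15)K9me1 peptide (75 nM), then compounds added for 30 min at room temperature; AlphaScreen streptavidin donor/nickel chelate acceptor beads (10 ug/mL final) read after 30 min dark incubation.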
Numbers without * were called inactive; ? = inconclusive; · = no result given; & = joins results of further samples; [ ] = dose if it differs, or a comment. Unless noted, calls come from the whole dose curve; as a rule, active = well fitted curve in the direction sought with a large enough effect; inconclusive = small, poorly fitted or top-dose-only effect, or another doubt; inactive = no such curve, though single readings can be large; an effect the other way counts as inactive or inconclusive. Unless noted, % is set by controls: 0 for no effect and ±100 for the full control effect; potency is the fitted concentration of half-maximal effect.

SMILES	TexasRed fluor	TRb-SRC2 inh	Tau fluor counter	Tau FP inhib	ALDH1A1 inh	Tau fibril ThT	GLA spleen mod	L3MBTL1 inh
CC(=O)C1=C(O)C(=O)N(c2cccnc2)C1c1ccc(Cl)cc1 (centres undefined)	-3%	-20%	-3%	9%	?	-8%	-1%	-11%
COc1ccc(CNC(=O)C2CCN(S(=O)(=O)N3CCOCC3)CC2)cc1	-2%	3%	5%	0%	?	3%	1%	3%
COc1ccc(-c2nc3c(c(SCC(=O)Nc4cc(C)cc(C)c4)n2)Cc2c(CO)cnc(C)c2O3)cc1	-2%	-2%	3%	-2%	·	1%	·	·
CC(=O)c1cccc(NC(=O)CSc2nc(N3CCCCC3)nc(N3CCCCC3)n2)c1	-3%	-5%	-14%	-5%	-3%	1%	6%	1%
NC(=O)c1ccc[n+](Cc2cccc3ccccc23)c1	-4%	0%	4%	2%	11%	2%	-1%	4%
COc1ccccc1N1CCN(C(=O)c2ccc(Cn3c(=S)[nH]c4cc5c(cc4c3=O)OCO5)cc2)CC1	-1%	-10%	-9%	4%	15%	-3%	-9%	·
CN(C)c1nc(N(C)C)n(Cc2c(Cl)cccc2Cl)n1	-2%	-5%	4%	5%	3%	0%	-3%	3%
Cc1ccc(CSc2nc3ccccc3c(=O)[nH]2)cc1	0%	0%	-11%	-5%	-1%	0%	-3%	·
O=[N+]([O-])C(C1CCS(=O)(=O)C1)C1CCS(=O)(=O)C1 (centres undefined)	-3%	4%	-1%	-3%	11%	3%	3%	-10%
CCNc1ccc(C(=O)NN=C2CCCC2)cc1[N+](=O)[O-]	-4%	2%	-18%	4%	2.2µM*	8.9µM*	5%	?
Cc1ccc(OC(=O)c2ccc3nc(C)sc3c2)cc1	-1%	-12%	-2%	-5%	6%	-7%	1%	0%
COc1ccc2c(Sc3ccc(C)cc3)c(C(=O)NCc3ccc(F)cc3)[nH]c2c1	0%	-2%	-6%	-1%	·	-1%	·	·
COC(=O)N(NC(=O)C(O)(c1ccccc1)c1ccccc1)c1ccccc1	11%	2%	2%	-2%	1%	0%	-4%	6%
O=C(c1ccc(COc2ccccc2Br)o1)N1CCCCCC1	-1%	-11%	-4%	-5%	16µM*	-14%	-1%	·
CCc1nnc(SC(CC)C(=O)Nc2cccc(OC)c2)c2cc3oc(C)cc3n12 (centres undefined)	-1%	2%	-19%	-10%	·	?	·	·
CN(Cc1ccon1)Cc1cn(C)nc1-c1ccc(Oc2ccccc2)cc1	3%	-3%	-14%	2%	·	-9%	-3%	-12%
O=C(N/N=C/c1cccc([N+](=O)[O-])c1)c1cccs1	-12%	5%	-21%	3%	-6%	?	4%	-4%
COc1cccc(NC(=O)c2ccc(NC(C)=O)cc2)c1	-5%	-1%	1%	2%	2%	-5%	5%	·
COC(=O)c1ccc2c(c1)N(C)C(=O)CS2	2%	-5%	-3%	-3%	-2%	-11%	6%	·
Cc1ccc(NC(=O)c2ccc3c(c2)S(=O)(=O)c2ccccc2C3=O)cc1S(=O)(=O)N1CCOCC1	-1%	-3%	-25%	-6%	·	-1%	-5%	·
Nc1nc(-c2ccco2)nn1C(=O)c1ccccc1Cl	-1%	-2%	-10%	6%	-12%	-14%	3%	·
COc1ccc2[nH]c(=O)c(CN(Cc3ccc4c(c3)OCO4)C(C)=O)cc2c1	1%	-17%	2%	10%	?	-2%	-21%	1%
O=C(CSc1ccccn1)N1CCN(c2ccccc2)CC1	0%	-7%	-3%	7%	-15%	1%	7%	-12%
CCOC(=O)c1cnc(N2CCN(c3cccc(C)c3C)CC2)c2ccccc12	-1%	-4%	-1%	4%	·	-12%	·	·
Cc1ccc(-c2nc(Nc3ccc(N4CCOCC4)cc3)c3ccccc3n2)cc1	-4%	5%	4µM*[quencher]	?	·	16µM*	9%	-13%
CC(C)c1nnc(NC(=O)CCC(=O)NCc2cccs2)s1	-3%	-7%	-11%	0%	-7%	-14%	-5%	·
CCOC(=O)CSc1nnc(CSc2nc3ccccc3c(=O)[nH]2)n1-c1ccccc1	1%	10%	-5%	3%	?	-8%	0%	·
CCC(CO)NS(=O)(=O)c1cc(-c2nn(C)c(=O)c3ccccc23)ccc1C (centres undefined)	0%	7%	-12%	1%	7%	-7%	3%	4%
Cc1ccc(C(=O)N2CCN(c3ccc(NC(=O)c4ccc(Br)o4)cc3)CC2)cc1	-2%	4%	?	5%	?	?	5%	·
O=C(Cn1cnc2cc([N+](=O)[O-])ccc2c1=O)NC(=O)NCc1ccccc1	-2%	3%	-29%	0%	·	?	7%	·
Clc1cccc(-c2ccc(CNCCSc3nnnn3-c3ccccc3)o2)c1	5%	-2%	-27%	-8%	·	-8%	·	·
COc1ccc(/C=C/C(=O)C23CC4CC(CC(C4)C2)C3)cc1CN1CCOCC1	0%	-8%	-5%	9%	?	?	-16%	-10%
O=C(c1cccnc1)N1CCN(CCCc2ccccc2)CC1	-5%	-5%	-2%	4%	?	-10%	1%	0%
Cc1ccc(-c2nnc(CSc3nc4cc5c(cc4cc3C)OCO5)o2)cc1	1%	0%	-14%	1%	-11%	-4%	-22%	-2%
Cc1cccc(CSCCNC(=O)CSCc2ccc([N+](=O)[O-])cc2)c1	2%	-2%	-27%	6%	?	-20%	-21%	-11%
CN(C)c1ccc(NC(=O)Cn2ncn3c(cc4ccccc43)c2=O)cc1	0%	2%	?	?	?	-18%	5%	-14%

Compounds listed so far containing an NH in an aromatic ring, in the order listed:
SMILES	TexasRed fluor	TRb-SRC2 inh	Tau fluor counter	Tau FP inhib	ALDH1A1 inh	Tau fibril ThT	GLA spleen mod	L3MBTL1 inh
COc1ccccc1N1CCN(C(=O)c2ccc(Cn3c(=S)[nH]c4cc5c(cc4c3=O)OCO5)cc2)CC1	-1%	-10%	-9%	4%	15%	-3%	-9%	·
Cc1ccc(CSc2nc3ccccc3c(=O)[nH]2)cc1	0%	0%	-11%	-5%	-1%	0%	-3%	·
COc1ccc2c(Sc3ccc(C)cc3)c(C(=O)NCc3ccc(F)cc3)[nH]c2c1	0%	-2%	-6%	-1%	·	-1%	·	·
COc1ccc2[nH]c(=O)c(CN(Cc3ccc4c(c3)OCO4)C(C)=O)cc2c1	1%	-17%	2%	10%	?	-2%	-21%	1%
CCOC(=O)CSc1nnc(CSc2nc3ccccc3c(=O)[nH]2)n1-c1ccccc1	1%	10%	-5%	3%	?	-8%	0%	·

Carrying on.
SMILES	TexasRed fluor	TRb-SRC2 inh	Tau fluor counter	Tau FP inhib	ALDH1A1 inh	Tau fibril ThT	GLA spleen mod	L3MBTL1 inh
CN(C)c1ccc(NC(=O)Nc2csc3ccccc23)cc1	4%	2%	7.1µM*[quencher]	-13%	·	3.5µM*	7%	-28%
CC(C)(C)c1nnc(N/N=C/c2ccccc2)n(N)c1=O	0%	0%	0%	1%	7%	-11%	5%	0%
Cc1cc(C(=O)CSc2nc(N)cc(N)n2)c(C)n1-c1cccc(C(F)(F)F)c1	0%	-6%	-17%	-7%	1%	?	-1%	-3%
Cc1nn2c(N3CCN(C(=O)c4ccco4)CC3)cc(C(C)(C)C)nc2c1-c1ccc(Cl)cc1	0%	-3%	-7%	0%	-34%	1%	-19%	0%
NC(=O)C1CCN(S(=O)(=O)c2cccc(C(=O)O)c2)CC1	2%	-2%	-5%	0%	4%	-3%	1%	·
CCOc1cc(C(=O)Nc2ccc3nc(Nc4cccc(Cl)c4)cc(C)c3c2)cc(OCC)c1OCC	4%	5%	2.2µM*[quencher]	-7%	·	?	·	·
Cc1ccc(C)n1-c1ccc(C(=O)NN=C2CCCC2)cc1	-4%	4%	-5%	-3%	-7%	-8%	9%	-2%
COCCCNC(=S)Nc1c(C)cc(C)cc1C	-3%	0%	4%	3%	·	2%	-4%	9%
CC(=O)c1ccc(NC(=O)CSc2nnc3ccc(-c4ccc(Br)cc4)nn23)cc1	-1%	-10%	-20%	?	·	-5%	·	·
O=C(NCCc1c[nH]c2ccccc12)C(=O)NCC(c1ccco1)N1CCN(c2ccccc2)CC1 (centres undefined)	2%	2%	?	?	1%	-13%	6%	-2%
O=C1C2C3C=CC(C4CC34)C2C(=O)N1/N=C/c1ccc(-c2ccc(Cl)cc2[N+](=O)[O-])o1 (centres undefined)	2%	-1%	?	0%	?	?	1%	·
Cc1nc2ccccn2c1C(=O)Nc1ccc(Cl)cc1	-2%	1%	-10%	-1%	-7%	-8%	7%	·
CCN1C(=O)[C@H]2[C@H]3[C@H](O)[C@H](O)C/C(=N/O[C@@H](C)c4cn([C@H](CO)Cc5ccccc5)nn4)[C@@H]3CC[C@@H]2C1=O	-2%&-6%[11.2 µM]	-3%&4%[11.2 µM]	-8%&-1%[11.6 µM]	1%&-4%[11.6 µM]	2%&-6%[13.5 µM]	-9%&-2%[11.5 µM]	-8%&1%[17.5 µM]	·
COc1ccc(C(=O)OCn2nnc3ccccc3c2=O)cc1[N+](=O)[O-]	-1%	-2%	-15%	0%	-17%	-8%	0%	22%
CCCn1nnnc1NCc1ccccc1OCc1ccc(F)cc1	4%	-3%	-15%	-5%	1%	-8%	-8%	9%
CCN(Cc1cc2ccc(C)cc2[nH]c1=O)C(=O)c1cccnc1	3%	-2%	2%	-2%	-13%	-3%	1%	3%
O=C(COC(=O)CCCN=C1NS(=O)(=O)c2ccccc21)NC(=O)NC1CCCC1	-1%	0%	-11%	-1%	0%	-11%	3%	·
O=C(CCn1cnc2onc(-c3ccc(F)cc3)c2c1=O)N1CCN(c2ccccc2F)CC1	-3%	-9%	-29%	-10%	·	-14%	·	·
COc1ccc(C(=O)Nc2ccc(-n3nncc3C(C)(C)C)cc2)cc1	-1%	-1%	-17%	-2%	-10%	-10%	0%	·
COc1ccc(-c2nn(-c3ccccc3)cc2C(=O)O)cc1	-6%	-3%	2%	1%	10%	4%	3%	34%[activator]
COc1ccccc1NC(=O)CN(c1ccc(C(C)C)cc1)S(=O)(=O)c1c(C)noc1C	0%	-2%	-21%	-4%	·	-6%	·	·
CCOc1ccccc1NS(=O)(=O)c1ccc2c(c1)CC(C)N2C(=O)C1CCC1 (centres undefined)	-10%	0%	-17%	-3%	·	-10%	·	·
CC(C)(C)NC(=S)NC1CC1	-1%	1%	-2%	-2%	·	-1%	-29%	8%
COc1cccc(CN(C)CC(=O)Nc2cccc3ccccc23)c1	-3%	-10%	-11%	5%	?	-4%	-5%	5%
